# BL2 CD40 inh: inhibitors of CD40-induced NF-kB signaling, primary screen, BL2 cells, luciferase reporter, single point; inhibition, % at 10 µM; actives 0.94% (n = 83,000); AID 1053188, 2014; CD40L-induced, 4 h;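 active means mean inhibition of at least 50% with a set share of replicates also reaching that level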;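 further: 0% = neutral control wells and 100% = IKK inhibitor VII at 50 µM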
# * hit, by the source's call; & = joins results of further samples; [ ] = another dose, or the depositor's remark. Some of the compounds tested; count on the stated rates, not on these rows.
SMILES,BL2 CD40 inh
C=CCn1c(SC(C)C(=O)NC2CC2)nnc1-c1ccoc1C (stereo unspecified),2
CCOC(=O)C1(CCc2ccccc2)CCN(C(=O)CN2CCOC2=O)CC1,-22
COc1cccc(-c2ccc([C@@H]3[C@H](CO)N4CCCCN(S(=O)(=O)c5cccs5)C[C@@H]34)cc2)c1,-4[25 µM]
CS(=O)(=O)N1[C@H](CO)[C@@H](c2ccccc2-c2ccc(F)cc2)[C@@H]1C#N,-1[25 µM]
O=C(COc1ccc(S(=O)(=O)Nc2ccccc2)cc1)NCc1cccnc1,3
Cc1ccc(CN2CCC(C)(Oc3cccc(Cl)c3)C2)cc1 (stereo unspecified),3
O=C(Nc1ccc2c(c1)CCC2)c1cccs1,-78
CC(C)[C@@H]1C(=O)N[C@@H](c2ccc(F)cc2)CC=CC[C@@H](C)Oc2ccccc2C(=O)N1C (mixture of isomers),11[25 µM]
CC(C)=CCCC1=CCC2C(=O)NNC(=O)C2C1 (stereo unspecified),13
CC(NC(=O)CN1C(=O)NC(C)(c2cccc3ccccc23)C1=O)c1ccccc1 (stereo unspecified),5
CCOc1ncccc1C(=O)OC(C)C(=O)NC1CCCCC1 (stereo unspecified),6
O=C(O)/C=C/C(=O)N1CCN(S(=O)(=O)c2cc(C(F)(F)F)ccc2Cl)CC1,8
N#C[C@H]1[C@H](c2ccccc2C2=CCCC2)[C@@H](CO)N1C(=O)NC1CCCCC1,13[25 µM]
Cc1ccc(S(=O)(=O)NCC(=O)NCC(=O)N2CCN(c3ncccn3)CC2)cc1C,7
COc1ccc(S(=O)(=O)N2[C@@H]3CNC[C@H]2C3c2ccc(-c3ccccc3OC)cc2)cc1 (stereo partly specified),-4&4
Cc1ccc(S(=O)(=O)N2CCC(C(=O)N/N=C/c3ccncc3)CC2)cc1,-8
C[C@H](CO)N1C[C@H](C)[C@@H](CN(C)S(C)(=O)=O)Oc2ncc(-c3ccc(F)cc3)cc2C1=O,-8[25 µM]
COc1ccc(CN2CN=C(Nc3nc4ccccc4s3)NC2)cc1,2
COc1ccc(S(=O)(=O)N(CC(=O)NC2CCCC2)c2ccccc2OC)cc1,12
Cc1cccn2c(=O)cc(COC(=O)C(C)Oc3ccccc3)nc12 (stereo unspecified),9
CC(C)(C)c1ccc(C(=O)OCCNC(=O)c2c(Cl)nc3ccccn23)cc1,8
C[C@H](CO)N1C[C@H](C)[C@@H](CN(C)S(=O)(=O)c2ccccc2)Oc2ccc(NS(=O)(=O)c3cn(C)cn3)cc2C1=O,2
O=[N+]([O-])c1ccccc1S(=O)(=O)Nc1ccc(S(=O)(=O)N2CCCC2)cc1,2
COc1ccc2c3c([nH]c2c1)[C@H](CO)NCC31CCN(C(=O)Nc2ccccc2F)CC1,8[25 µM]
COc1cccc(C#Cc2ccc3c(c2)O[C@H](CN(C)C(=O)CN2CCOCC2)[C@@H](C)CN([C@H](C)CO)S3(=O)=O)c1,-13[25 µM]

# Additional entries follow.
SMILES,BL2 CD40 inh
N#C[C@H]1N[C@@H](CO)[C@@H]1c1ccc(C#CC2CCCCC2)cc1,-52[25 µM]
O=C(C[C@H]1C[C@H]2c3cc(NC(=O)NC4CCCC4)ccc3O[C@H]2[C@H](CO)O1)NCc1ccccn1,-3
Cc1ccc(S(=O)(=O)N2CCN(C(=O)COC(=O)Cc3ccc(F)cc3)CC2)c(C)c1,6
COc1ccc(CCN2CC(C(=O)NCCc3ccccn3)CCC2=O)cc1 (stereo unspecified),8
COc1ccc(OC)c(C(=O)N/N=C/c2ccccn2)c1,-4
O=C(NCCc1c[nH]c2ccccc12)c1ccc(Br)o1,-27
CCN(CC)S(=O)(=O)c1ccc(Oc2ccccc2)c(N)c1,8
O=C1C2C(C(=O)N1/N=C/c1ccco1)C1C=CC2C12CC2 (stereo unspecified),0
CC(C)CC#Cc1ccc([C@@H]2[C@H]3CN(C(=O)Nc4cc(F)ccc4F)CC(=O)N3[C@H]2CO)cc1,3[25 µM]
O=C(N/C(=C/c1ccccc1Cl)C(=O)N1CCOCC1)c1ccccc1,2
COc1cccc(C(=O)OCCNC(=O)c2cccnc2)c1,4
O=C(Nc1sc2c(c1C(=O)NCc1cccnc1)CCCC2)c1ccco1,-4
O=C(OCC(=O)N1CCCCC1)c1cccs1,2
Cc1ccc(C)n1-c1ccc(N2CCOCC2)nc1,4
CCCSc1nc(N)cc(=O)[nH]1,2
O=C(O)C[C@H]1C[C@H]2c3cc(NS(=O)(=O)c4ccc(F)cc4)ccc3O[C@H]2[C@H](CO)O1,11[25 µM]
c1ccc(N/N=C(\Cc2ncc[nH]2)c2ccccc2)cc1,2
c1ccc(Cn2c(NCc3ccncc3)nc3ccccc32)cc1,8
O=C(C1CC1)N1C[C@H]2[C@@H](c3ccccc31)[C@H](CO)N2C(=O)c1ccccc1,2[25 µM]
CCCCn1c(SCC(=O)NC2CCCC2)nc2ccccc2c1=O,4
C[C@@H](NC(=O)[C@@H]1[C@@H](CO)[C@@H]2Cn3c(cccc3=O)[C@H]1N2C(=O)C1CCC1)c1ccccc1,7[25 µM]
CCCNC(=O)CC1Sc2ccccc2NC1=O (stereo unspecified),-55
Cc1nc(C)c(C(=O)OCC(=O)NCCc2ccc(S(N)(=O)=O)cc2)s1,2
CCS(=O)c1ccccc1C(=O)O (stereo unspecified),10
Cc1cc(C)c(NC(=O)COC(=O)c2c(C)noc2C)c(Cl)c1,4

# Some of these compounds in order of the BL2 CD40 inh value, falling.
SMILES,BL2 CD40 inh
CCS(=O)c1ccccc1C(=O)O (stereo unspecified),10
Cc1cccn2c(=O)cc(COC(=O)C(C)Oc3ccccc3)nc12 (stereo unspecified),9
Cc1ccc(CN2CCC(C)(Oc3cccc(Cl)c3)C2)cc1 (stereo unspecified),3
COc1ccc(CN2CN=C(Nc3nc4ccccc4s3)NC2)cc1,2

# Further compounds
SMILES,BL2 CD40 inh
CO[C@@H]1CN(C)C(=O)c2ccc(NS(C)(=O)=O)cc2OC[C@H](C)N(C(=O)C2CCCC2)C[C@@H]1C,-28
Cn1cnc(S(=O)(=O)N2[C@@H]3CNC[C@H]2C3c2ccc(-c3ccc(F)cc3)cc2)c1 (stereo partly specified),-7[25 µM]
CCCCn1c(=O)[nH]c(=O)c2c1nc(-c1ccc(-c3ccccc3)cc1)n2C,5
CC1=Nc2cccc([N+](=O)[O-])c2NC(=O)C1,8
Cc1ccccc1C(=O)Nc1ccnn1C1CCN(Cc2cnn(C)c2)CC1,-1
CSCC[C@H](NC(=O)Nc1ccc(C)cc1C)C(=O)O,2
CC(C)NC(=O)N1C[C@@H]2C(c3ccc(Br)cc3)[C@H](C1)N2CC(F)(F)F (stereo partly specified),-1&5
O=C(OCC(=O)N1CCOCC1)c1cncc(Br)c1,-12
CC(=O)c1cccc(NC(=O)C2CCCN2S(=O)(=O)c2cccc3nsnc23)c1 (stereo unspecified),10
Nc1c(C(=O)NC2CC2)c2nc3ccccc3nc2n1-c1ccc2c(c1)OCO2,2
COc1ccc(C(=O)N2C[C@@H]3[C@H](c4ccccc42)[C@H](CO)N3Cc2ccccc2Cl)cc1,15[25 µM]
O=C(COC(=O)c1ccc(O)cc1)Nc1ccc(S(=O)(=O)N2CCCC2)cc1,2
CCOC(=O)c1ccc(COC(=O)CCc2nc3ccccc3[nH]c2=O)o1,3
CC(C)Cc1nnc(NC(=O)CSc2nc(O)c(Cc3ccccc3)c(=O)[nH]2)s1,3
O=C(Nc1cccc2ccccc12)NC1CCCc2ccccc21 (stereo unspecified),3
CCN(C(=O)CSc1cc(C)c2cccc(C)c2n1)C1CCS(=O)(=O)C1 (stereo unspecified),15
O=C(Nc1ccc(N2CCN(C(=O)c3ccccc3)CC2)cc1)c1ccc2c(c1)OCCO2,-42
CCc1ccc(C(=O)C(C)OC(=O)c2cccc(S(=O)(=O)N3CCOCC3)c2)cc1 (stereo unspecified),4
CN1C(=O)c2cc(NC(=O)C3CCOCC3)ccc2OC[C@@H]2O[C@@H](CC(=O)NCc3ccccc3F)CC[C@@H]21,-13[25 µM]
O=C(NCCCn1ccnc1)c1ccc(S(=O)(=O)N2CCCCCC2)cc1,7
COC(=O)CN(c1ccc2c(c1)OCCO2)S(=O)(=O)c1ccccc1,4
Cc1ccc(S(=O)(=O)N(CC#N)CC#N)cc1,12
CC(=O)c1ccc(NC(=O)c2cnn3c(C(F)F)cc(C4CC4)nc23)cc1,-17
CCCCCCSc1nsc(NC(C)=O)n1,-82
CC1CCCCN1C(=S)NC(=O)c1ccccc1 (stereo unspecified),-3

# In a second layout: results already given.
BL2 CD40 inh | compound
2 | Nc1c(C(=O)NC2CC2)c2nc3ccccc3nc2n1-c1ccc2c(c1)OCO2
15[25 µM] | COc1ccc(C(=O)N2C[C@@H]3[C@H](c4ccccc42)[C@H](CO)N3Cc2ccccc2Cl)cc1

# Compounds shown so far containing a thiophene ring, fused or not, in the order listed:
SMILES,BL2 CD40 inh
COc1cccc(-c2ccc([C@@H]3[C@H](CO)N4CCCCN(S(=O)(=O)c5cccs5)C[C@@H]34)cc2)c1,-4[25 µM]
O=C(Nc1ccc2c(c1)CCC2)c1cccs1,-78
O=C(Nc1sc2c(c1C(=O)NCc1cccnc1)CCCC2)c1ccco1,-4
O=C(OCC(=O)N1CCCCC1)c1cccs1,2

# Next records:
SMILES,BL2 CD40 inh
COC(=O)c1c(NC(=O)COc2ncnc3ccccc23)sc(C)c1C,13
Cc1cc(=O)n2c3ccccc3n(C)c2n1,4
CC(C)Nc1nc(Nc2ccc(C(N)=O)cc2)c2sccc2n1,-5
Clc1ccc(Cc2ccc(SCc3ccccc3)nn2)c(Cl)c1,2
Cn1c(=O)oc2cc(S(=O)(=O)NCc3cccnc3)ccc21,-4
COC(=O)C1CCN(C(=O)C2CCCCC2)CC1,6
C/C=C/c1ccc([C@H]2[C@H](CO)N[C@@H]2CN(CC)C(=O)c2cccnc2)cc1,-7[25 µM]
O=C(COc1ccc2c(c1)CCC2)Nc1ccccn1,90*
CSc1ncccc1C(=O)OCC(=O)NCCCc1ccccc1,6
O=C(c1ccccc1)N1CC(=O)N2[C@H](C1)[C@@H](c1ccc(-c3ccccc3)cc1)[C@@H]2CO,-1[25 µM]
CCCCn1nc(C(=O)NCC(c2cccs2)N2CCOCC2)c2ccccc2c1=O (stereo unspecified),13
CCC(=O)N1[C@H](CO)[C@@H]2c3ccccc3N(C(=O)NC(C)C)C[C@@H]21,4[25 µM]
CCc1sc(N2[C@@H](C#N)[C@@H](c3ccccc3-c3cccc(C)c3)[C@@H]2CO)nc1C,8[25 µM]
CCCC#Cc1ccc2c(c1)O[C@H](CN(C)Cc1ccccn1)[C@H](C)CN([C@@H](C)CO)S2(=O)=O,24[25 µM]
CN(C)CCCNC(=O)CC(c1ccc(F)cc1)c1ccco1 (stereo unspecified),2
COc1ccc(Cl)cc1NC(=O)NCCN1CCNC1=O,10
COc1ccc(NC(=O)CN(C)C(=O)c2ccc(S(=O)(=O)N3CCOCC3)cc2)cc1,7
CCOc1ccc(S(=O)(=O)Nc2cccc(C(=O)N3CCN(c4cccc(OC)c4)CC3)c2)cc1,6
O=C(C1CCCCC1)N1CC(=O)N2[C@H](CO)[C@H](c3ccc(-c4ccccc4F)cc3)[C@@H]2C1,-14[25 µM]
O=C1CN(O)C=C2N=c3ccccc3=C2N1c1ccc([N+](=O)[O-])cc1,-36
O=C(CCc1ccccc1)Oc1ccccc1[N+](=O)[O-],5
Cc1ccc(NC(=O)c2cccnc2)cc1S(=O)(=O)N1CCOCC1,-2
CN(c1ccccc1)S(=O)(=O)c1ccc(C(=O)NCc2ccccc2CN2CCCC2)cc1,-1
NCC(O)(CS(=O)(=O)O)c1ccc(Cl)cc1 (stereo unspecified),1[25 µM]
CO[C@H]1CN(C)C(=O)c2cc(NC(=O)Nc3c(C)noc3C)ccc2OC[C@H](C)NC[C@@H]1C,-2[25 µM]

# Further compounds.
SMILES,BL2 CD40 inh
N#Cc1c(N)nc(SCC(=O)NC2CCCCC2)c(C#N)c1-c1ccc(Cl)cc1,6
COc1cccc(C(C)(O)c2nc(-c3ccc(OC)c(OC)c3)cs2)c1 (stereo unspecified),-2
O=S(=O)(c1ccccc1F)N1CCCCN2[C@H](CO)[C@@H](c3ccc(-c4cncnc4)cc3)[C@H]2C1,-1[25 µM]
O=C(Cn1cnc2ccccc2c1=O)NCCCN1CCCC1=O,-10
C[C@@H]1CN([C@H](C)CO)C(=O)CCCn2nncc2CO[C@@H]1CN(C)C(=O)c1ccc(N2CCN(C)CC2)cc1,10[25 µM]
CC1CCN(CC(=O)Nc2nccs2)CC1,8
CN(CC(=O)NCC(c1ccco1)N1CCCCC1)S(=O)(=O)c1ccc(Cl)cc1 (stereo unspecified),6
COc1ccc(-c2cc(C(=O)N3CCCC3)c3ccccc3n2)cc1,-57
O=C(C1CC(=O)N(c2ccc3c(c2)OCCO3)C1)N1CCCC(C(F)(F)F)C1 (stereo unspecified),-5
COc1ccccc1CNC(=O)C1(C)CCN1Cc1ccc(OC(F)(F)F)cc1 (stereo unspecified),7
CO[C@H]1CN(C)C(=O)c2cc(NS(C)(=O)=O)ccc2OC[C@H](C)N(C(=O)C2CCOCC2)C[C@H]1C,-11[25 µM]
CC(=O)N1CCN(c2ccc([N+](=O)[O-])c(NCC3CCCO3)c2)CC1 (stereo unspecified),8
CCC(=O)c1c[nH]c(C(=O)NCCc2ccccn2)c1,-26
CCC(C)(C)C1CCC2(CC1)NC(=O)N(CC(=O)N(C)Cc1ccc(OC(F)F)cc1)C2=O (stereo unspecified),7
O=C(COC(=O)c1ncc(Cl)c(Cl)c1Cl)NCCc1ccccc1,-7
CCOc1ccc(NC(=O)CSc2nc(=O)n(Cc3cccnc3)c3c2CCC3)cc1,-6
CC(=O)c1c(C)[nH]c(C(=O)CN2CCN(S(=O)(=O)c3ccccc3)CC2)c1C,14
c1csc(CN2CCOCC2)c1,4
